# Screening data deposited in PubChem by several laboratories.
# HDAC3 inhib: human HDAC3 inhibition; O15379; recombinant HDAC3, fluorogenic peptide/trypsin coupled, fluorescence; inhibition, % at 8.3 µM; hit rate 0.15% among 320,000; AID 2718; in the data active means inhibition above about 26%, passing the limit was not always enough; inconclusive means no clear call, values can overlap the other calls
# KCNK9 inh: inhibitors of human KCNK9 two-pore domain potassium channel. Q9NPC2. HEK293 KCNK9, FluxOR thallium flux fluorescence; active compounds read low. B-score at 10 µM. hit rate 1.2% among 310,000. AID 488922;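 active means ratio B-score over 3 SD below the library mean, with starting fluorescence within 5 SD of its mean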;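 further: negative B-score means less thallium flux so channel inhibition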
# KCNQ1 block: inhibitors of human KCNQ1 potassium channel; hit rate 1.3% among 310,000; B-score at 10 µM; CHO-K1 KCNQ1, FluxOR thallium flux fluorescence; active compounds read high;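 active means compounds whose thallium flux B-score, printed positive for inhibition, exceeds three library SD while starting fluorescence stays within three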;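 further: channel opened by potassium depolarization with thallium stimulus after 20 min compound exposure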
# GSK3A inh: human GSK-3 alpha kinase inhibition | P49840 | AID 2650 | hit rate 0.1% among 320,000 | inhibition, % at 10 µM | ADP-Glo luminescence, 60 min;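 in the data active means inhibition above about 50%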;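 further: GST-tagged GSK-3 alpha with peptide substrate and 25 µM ATP; 0% = DMSO neutral wells and 100% = GW8510 positive control wells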
# Dyrk1A ADPGlo: inhibitors of rat Dyrk1A kinase; hit rate 0.43% among 310,000; Q63470; inhibition, % at 12.5 µM; ADP-Glo luminescence, NFATc1 peptide; in the data active means inhibition above about 50%;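 further: plate controls were vehicle with enzyme for no effect and no enzyme for full effect; many of its hits are not listed in these tables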
# KCNK3 inh: human KCNK3 channel inhibition, primary screen; O14649; CHO-KCNK3 thallium flux, FluxOR fluorescence; active compounds read low; B-score at 10 µM; hit rate 0.84% among 340,000; AID 602410;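 active means B-score under library mean minus 4 SD, starting fluorescence ratio at most library mean plus 5 SD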;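 further: more negative B-score means stronger inhibition of thallium flux through KCNK3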
# Target sequence (O14649 whole entry, looked up): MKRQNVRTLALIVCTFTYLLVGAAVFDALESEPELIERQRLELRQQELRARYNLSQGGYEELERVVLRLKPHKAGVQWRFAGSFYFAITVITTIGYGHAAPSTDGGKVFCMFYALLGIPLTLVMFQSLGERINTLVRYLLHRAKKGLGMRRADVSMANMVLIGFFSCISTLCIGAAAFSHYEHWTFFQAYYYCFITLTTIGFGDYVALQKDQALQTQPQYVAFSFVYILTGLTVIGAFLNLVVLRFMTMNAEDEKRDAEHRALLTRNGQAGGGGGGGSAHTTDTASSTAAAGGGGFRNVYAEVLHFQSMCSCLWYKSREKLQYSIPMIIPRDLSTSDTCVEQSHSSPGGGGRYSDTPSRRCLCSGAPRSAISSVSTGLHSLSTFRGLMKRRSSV
# KCNQ1 pot: human KCNQ1 channel potentiation or activation; CHO-K1 KCNQ1, thallium flux FluxOR fluorescence; active compounds read high; hit rate 0.35% among 310,000; B-score at 10 µM; AID 2648; P51787;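 active means fluorescence ratio B-score, a plate-corrected score, at least three library SD, with initial intensity B-score within 5 SD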
#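 Material: CHO-K1 cells stably expressing KCNQ1. Medium: assay buffer for compound exposure, DMSO matched across wells. Reagent: K+/Tl+ depolarizing stimulus. Compound dosing: single-concentration screen. Times: 37 °C overnight plating, 90-min dark dye load, 20-min compound pretreatment. Technique: FluxOR Tl+ flux fluorescence.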
# PolyA inh: inhibitors of polyadenylation in S. cerevisiae; S. cerevisiae SKY197-pL101 polyadenylation reporter, beta-gal luminescence; efflux-impaired pdr1/pdr3 knockout yeast; score 100 = 6 SD above DMSO; calls only at 12 µM; hit rate 0.02% among 300,000;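 active means lowest replicate activity score at least 50, where 100 means six control SD above control mean; inconclusive means lowest score under 50 but half or more replicates reach 50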;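 further: yeast exposed to compound for 9 h at 30 °C; higher score means more reporter readthrough which indicates perturbed polyadenylation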
# RGS4 act: potentiators or activators of RGS4 | HEK293 M3R/inducible RGS4, carbachol calcium flux Fluo4; active compounds read low | B-score at 10 µM | hit rate 0.92% among 310,000;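 active means B-score of the integrated calcium signal more than 4 SD below the library mean, with starting fluorescence not abnormally high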;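 further: negative B-score means reduced calcium response which marks RGS4 activation or potentiation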
#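 Material: Inducible-RGS4 HEK293 cells carrying M3 receptor; also added: carbachol at ECmax as muscarinic agonist stimulus; incubation: compound preincubation 20 min at room temperature before agonist; signal: Fluo4-AM (2 µM) calcium-flux fluorescence, kinetic read; measure: integrated calcium ratio converted to B score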
# GSK3beta inhib: inhibitors of human GSK3beta kinase; P49841; GST-GSK3beta kinase, ADP-Glo luminescence, 60 min; active compounds read low; activity score (negative = inhibition), % at 10 µM; hit rate 0.038% among 300,000;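 active means more than half of replicate wells score below -50%, meaning over 50% inhibition versus plate controls; inconclusive means some replicates but at most half score below -50%; inactive means no replicate scores below -50%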;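 further: 0% = median DMSO wells and -100% = median GW8510 positive control wells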
# Target sequence (P49841 whole entry, looked up): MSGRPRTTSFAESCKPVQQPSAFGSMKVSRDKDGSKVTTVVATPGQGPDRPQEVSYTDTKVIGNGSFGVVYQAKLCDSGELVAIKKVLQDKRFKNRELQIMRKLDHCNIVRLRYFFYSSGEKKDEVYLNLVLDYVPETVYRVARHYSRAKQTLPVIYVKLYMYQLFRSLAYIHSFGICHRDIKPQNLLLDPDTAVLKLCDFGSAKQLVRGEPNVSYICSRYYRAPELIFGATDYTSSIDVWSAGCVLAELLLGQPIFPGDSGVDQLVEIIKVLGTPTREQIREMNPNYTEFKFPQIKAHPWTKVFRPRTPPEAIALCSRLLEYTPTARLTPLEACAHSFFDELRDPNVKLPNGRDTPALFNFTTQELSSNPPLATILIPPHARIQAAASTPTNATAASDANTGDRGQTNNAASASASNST
#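 Test system – GST-tagged human GSK3beta kinase, cell-free · Incubation – 60 min enzyme reaction, room temperature · Signal – ADP-Glo luminescence · Also added – peptide substrate and ATP at 25 µM · Controls – DMSO neutral wells and GW8510 at 20 µM as positive · Buffer or medium – Tris/MgCl2 kinase buffer · Measure – Luminescence-derived activity versus plate DMSO and GW8510 wells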
# hERG protect: shields human hERG channel from block by proarrhythmic agents; Q12809; CHO-hERG, FluxOR thallium flux, dofetilide IC70 present; activation (rescue from dofetilide block), less the hit threshold, % at 10 µM; hit rate 0.51% among 310,000; AID 1511;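 active means activation above the mean of controls blocked by dofetilide plus 5 SD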;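 further: thallium influx through hERG after potassium depolarization seen as dye fluorescence rise; in these data hits start at about 4.7%; inactives centre near -7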
# An asterisk follows results filed as active; i = inactive; ? = inconclusive; · = no result given. A portion of the library; the hit share may differ from the screen's.
SMILES,HDAC3 inhib,KCNK9 inh,KCNQ1 block,GSK3A inh,Dyrk1A ADPGlo,KCNK3 inh,KCNQ1 pot,PolyA inh,RGS4 act,GSK3beta inhib,hERG protect
COc1ccc(NC(=O)Nc2nnc(CC(=O)Nc3ccccc3)s2)cc1,-5,i,i,-2,-1,i,i,i,i,2,-14
Cc1nn(CC(=O)NC(C)c2ccccc2)c(=O)c2ccccc12 (configuration not stated),2,i,i,-3,2,i,i,i,i,2,-10
CCCN(CCC)C(=O)C1CCC(CNS(=O)(=O)c2cccc3nsnc23)CC1 (configuration not stated),·,i,i,·,-4,i,i,i,i,-2,-7
CCN1C(=O)C(NC(C)=O)c2cc(Br)ccc21 (configuration not stated),0,i,i,8,23,i,i,i,i,-2,-9
O=C(COc1cccc(OC(F)F)c1)Nc1ccc(SC(F)F)cc1,10,i,i,8,0,i,i,i,i,0,-11
Cc1ccc(NC(=O)c2ccc3c(c2)[nH]c(=O)n3C(C)C)cc1,-6,i,i,1,-6,i,i,i,i,-2,-1
O=C(N1CCOCC1)N1CCC(n2nnc3ccccc32)CC1,-4,i,i,-1,-5,i,i,i,i,-7,-4
Cc1ccc(-c2nc3ccccc3s2)cc1NC(=S)NC(=O)/C=C/c1ccco1,7,i,i,-2,-6,i,i,i,i,-2,-10
CCOC(=O)C1=C(C)NC(=S)NC1c1ccc(-c2cccc(Cl)c2C)o1 (configuration not stated),-4,-8.6*,i,-1,3,i,i,i,i,-1,-7
CCOC(=O)C1CCCN(c2c(NCC3CCCN3CC)c(=O)c2=O)C1 (configuration not stated),-4,i,i,1,18,i,i,i,i,4,-7
CCCn1nnc(NC(=O)/C=C/c2cc(Br)ccc2OC)n1,-1,i,i,0,-1,i,i,i,i,3,-6
CCN1CCN(S(=O)(=O)c2cccc([N+](=O)[O-])c2)CC1,10,i,i,-8,1,i,i,i,i,2,-7
COc1ccc(CC(=O)Nc2nnc(C(C)(C)C)s2)cc1OC,-2,i,i,·,-2,i,i,i,i,-3,-5
O=C(Cc1cccs1)Nc1ccc(F)cc1F,8,i,i,-3,1,i,i,i,i,1,0
CC(C)(C)n1nc2c(c1NC(=O)COc1ccc3ccccc3c1)CS(=O)(=O)C2,6,i,i,0,5,i,i,i,i,-1,-11
CCn1nc(C)c(/C=N/NC(=O)CSc2ccccn2)c1C,2,i,i,1,·,i,i,i,i,-3,-10
CCC(=O)Nc1c2c(nn1-c1ccccc1C)CSC2,14,i,i,2,-2,i,i,i,i,1,-9
CCOC(=O)c1c(-c2cccs2)csc1NC(C)=O,-2,i,i,3,19,i,i,i,i,5,-6
CCN1C(=S)SC(=O)C1=C1C=C(C)N(CCO)C(C)=C1,-8,i,i,3,·,i,i,i,i,-1,-14
O=c1c(CN2CCN(c3ccccn3)CC2)coc2ccccc12,1,i,i,·,-3,i,i,i,i,2,-10
COc1ccc(NC(=O)c2sc3nc(N4CCCC4)c4c(c3c2N)CC(C)(C)OC4)c(OC)c1,2,i,i,-5,·,i,i,i,i,-3,-5
CS(=O)(=O)c1cnc2c(S(=O)(=O)c3ccccc3)cnn2c1N,3,i,i,-1,-6,i,i,i,i,-1,1
OCCN(CCO)CC(O)CN1c2ccccc2Sc2ccccc21 (configuration not stated),-1,i,i,0,3,i,i,i,i,0,-7
Cc1cc(C)nc(/N=C(\N)Nc2ccc(SC(F)F)cc2)n1,-2,i,i,0,14,i,i,i,i,0,-12
CCOC(=O)N1CCC(NC(=O)c2ccc3c(=O)n4c(nc3c2)CCCC4)CC1,-1,i,i,-3,-6,i,i,i,i,-7,-16
COc1ccccc1CNC(=O)C1CCCC1,-6,i,i,-4,0,i,i,i,i,2,-3
CCOC(=O)C1=C(CC)Nc2ccccc2N=C1NC(=O)c1ccc(S(=O)(=O)N2CCOCC2)cc1,0,i,i,2,1,i,i,i,i,-1,-13
CC(=O)CCc1ccc(OCC(O)CNCCOc2ccc(C)cc2)cc1 (configuration not stated),5,i,i,2,2,i,i,i,i,0,-8
Cc1n[nH]c(=O)c2c(NC(=O)CSc3nn(-c4ccccc4)c(=S)s3)oc(C)c12,13,i,i,0,8,i,i,i,i,-3,-11
COc1ccc(C2CC(=O)C=C(NC3CCCC3)C2)cc1 (configuration not stated),-1,i,i,0,6,i,i,i,i,1,-9
CC1CN(/C(=N\S(=O)(=O)c2ccccc2)c2ccccc2)CC(C)O1 (configuration not stated),1,i,i,-4,6,i,i,i,i,0,-10
CC(C)CC(=O)Nc1ccc(C(=O)CN2CCN(c3ccc(O)cc3)CC2)cc1,1,i,i,0,-5,i,i,i,i,·,-10
CCC1=NN(C(=O)C(=O)Nc2ccc(OC)cc2)C(O)(C(F)(F)F)C1 (configuration not stated),-5,i,i,-3,-5,i,i,i,i,2,-10
CCC(C)(C)NC(=O)C(c1ccccc1Cl)N(Cc1cccnc1)C(=O)CCC(=O)Nc1cc(C)on1 (configuration not stated),3,i,i,2,1,i,i,i,i,0,-7
Cc1ccc(S(=O)(=O)N(Cc2cc3ccc(C)cc3[nH]c2=O)c2ccccc2)cc1,3,i,i,-2,-1,i,i,i,i,0,-10
CSc1ccccc1OCc1cc(C(=O)N2CCc3sccc3C2)no1,6,i,i,-1,-3,i,i,i,-7.8*,2,-7
COC(=O)c1ccccc1C(=O)c1ccc2c(c1)NC(=O)CO2,·,i,i,·,4,i,i,i,i,4,-11
CC(OC(=O)CC1CC2CCC1C2)C(=O)Nc1ccc(N2CCOCC2)cc1 (configuration not stated),6,i,i,-1,-2,i,i,i,i,4,-6
CC(C)(C)c1cc(/C=N/NC(=O)Cc2nc3ccccc3[nH]2)cc(C(C)(C)C)c1O,-4,i,i,·,1,i,i,i,i,-1,-9
Cc1cc(N2CCN(C)CC2)nc2ccc(NC(=S)NCc3cccs3)cc12,-3,i,i,1,-7,i,i,i,i,2,-9
COC(=O)C(CC(C)C)Oc1ccc2c(C)cc(=O)oc2c1 (configuration not stated),-4,i,i,-2,7,i,i,i,i,2,-10
CC(C)(C)C(=O)CSc1ncccn1,2,i,i,8,-3,i,i,i,i,4,-12
Cc1ccc(NC(=O)c2ccc(NS(=O)(=O)c3ccc4[nH]c(=O)[nH]c4c3)cc2)nc1,1,i,i,0,9,i,i,i,i,-2,-20
COc1ccccc1NC1=NC(c2ccc(Cl)cc2)N=C(N)N1 (configuration not stated),-5,i,i,5,1,i,i,i,i,-6,-14
CC(=O)c1ccc(N2Cc3ccccc3C2=NC(=O)c2cccs2)cc1,12,i,i,1,2,i,i,i,i,0,-6
Oc1c(Cl)cc(Cl)cc1/C=N/c1nccs1,-10,i,i,-2,8,i,9*,i,i,1,-6
CC(=O)N1N=C(c2cccc(Cl)c2)OC1c1ccc(C(C)C)cc1 (configuration not stated),8,i,6*,-3,5,i,i,i,i,1,-9
COc1cccc(OCC(=O)O)c1,-4,i,i,-1,39,i,i,i,i,-5,-13
Cc1ccc(S(=O)(=O)N2CCN(C(=O)C(C)Cn3cncn3)CC2)cc1C (configuration not stated),4,i,i,-2,-1,i,i,i,i,·,-8
COc1cccc(C(=O)N2c3cc(C)ccc3OCC2C(C)(C)C)c1 (configuration not stated),-5,i,i,3,5,i,i,i,i,2,-6
Cc1cc2c(NCc3ccccc3)ncnc2s1,7,i,i,8,16,i,i,i,i,0,-12
Cn1cnc2cc(NC(=O)COc3ccccc3)ccc21,-1,i,i,-2,-6,i,i,i,i,-1,-7
COc1ccc(NC(=O)C2CCCN(C(=O)Nc3ccc(F)cc3)C2)cc1 (configuration not stated),3,i,i,-1,-6,i,i,i,i,3,-5
COc1ccc(-c2[nH]ncc2CN2CCN(c3ccc(F)cc3)CC2)cc1,·,i,i,5,·,i,i,i,i,0,-13
Cc1ccc(-c2nc(-c3ccncc3)no2)c(C)c1,?,i,i,0,-5,i,i,i,i,-2,-7
COc1cccc(C2=CC(=O)CC(C)(C)C2)n1,0,i,i,-3,6,i,i,i,i,3,-3
O=C(NC1CCCc2ccccc21)C1CCN(S(=O)(=O)c2cccc3nsnc23)CC1 (configuration not stated),-4,i,i,1,-4,i,i,i,i,1,-5

# An excerpt of these results, with two lines to a compound:
# Values run as follows: HDAC3 inhib	KCNK9 inh	KCNQ1 block	GSK3A inh	Dyrk1A ADPGlo	KCNK3 inh	KCNQ1 pot	PolyA inh	RGS4 act	GSK3beta inhib	hERG protect
> Oc1c(Cl)cc(Cl)cc1/C=N/c1nccs1
→ -10	i	i	-2	8	i	9*	i	i	1	-6
> CC(=O)N1N=C(c2cccc(Cl)c2)OC1c1ccc(C(C)C)cc1 (configuration not stated)
→ 8	i	6*	-3	5	i	i	i	i	1	-9
> COc1cccc(OCC(=O)O)c1
→ -4	i	i	-1	39	i	i	i	i	-5	-13
> Cc1ccc(S(=O)(=O)N2CCN(C(=O)C(C)Cn3cncn3)CC2)cc1C (configuration not stated)
→ 4	i	i	-2	-1	i	i	i	i	·	-8
> COc1cccc(C(=O)N2c3cc(C)ccc3OCC2C(C)(C)C)c1 (configuration not stated)
→ -5	i	i	3	5	i	i	i	i	2	-6
> Cc1cc2c(NCc3ccccc3)ncnc2s1
→ 7	i	i	8	16	i	i	i	i	0	-12
> Cn1cnc2cc(NC(=O)COc3ccccc3)ccc21
→ -1	i	i	-2	-6	i	i	i	i	-1	-7
> COc1ccc(NC(=O)C2CCCN(C(=O)Nc3ccc(F)cc3)C2)cc1 (configuration not stated)
→ 3	i	i	-1	-6	i	i	i	i	3	-5
> COc1ccc(-c2[nH]ncc2CN2CCN(c3ccc(F)cc3)CC2)cc1
→ ·	i	i	5	·	i	i	i	i	0	-13
